M5 antag – human M5 muscarinic receptor antagonists, primary screen, CHO cells, Fluo-8 calcium fluorescence; Muscarinic acetylcholine receptor M5 (Homo sapiens), P08912; CHO-hM5 cells, ACh EC80; inhibition, % at 3 µM; hit rate 0.59% among 360,000; AID 624040, 2012;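 active = inhibition above a per-plate cutoff, the mean of that plate's test compounds plus 3 SD, cut at about 27% in these data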;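 also: 0% = acetylcholine EC80 with DMSO and 100% = DMSO without agonist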
IDE cell inh – human IDE inhibitors in live cells, primary screen, fluorescence polarization, HEK cells, FAbetaB substrate. Insulin-degrading enzyme (Homo sapiens), P14735. inhibition, % at 5.59 µM. hit rate 0.41% among 320,000. FAbetaB cleavage;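 active = percent inhibition above the average of all tested compounds plus 3 SD, set per screening campaign, cut at about 16% in these data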;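 also: IDE supplied by intact live HEK cells; FP after avidin binding of uncleaved biotin substrate so inhibition keeps polarization high; 0% = DMSO wells and 100% = 60 µM reference IDE inhibitor Ii1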
Target sequence (P14735 whole entry, looked up): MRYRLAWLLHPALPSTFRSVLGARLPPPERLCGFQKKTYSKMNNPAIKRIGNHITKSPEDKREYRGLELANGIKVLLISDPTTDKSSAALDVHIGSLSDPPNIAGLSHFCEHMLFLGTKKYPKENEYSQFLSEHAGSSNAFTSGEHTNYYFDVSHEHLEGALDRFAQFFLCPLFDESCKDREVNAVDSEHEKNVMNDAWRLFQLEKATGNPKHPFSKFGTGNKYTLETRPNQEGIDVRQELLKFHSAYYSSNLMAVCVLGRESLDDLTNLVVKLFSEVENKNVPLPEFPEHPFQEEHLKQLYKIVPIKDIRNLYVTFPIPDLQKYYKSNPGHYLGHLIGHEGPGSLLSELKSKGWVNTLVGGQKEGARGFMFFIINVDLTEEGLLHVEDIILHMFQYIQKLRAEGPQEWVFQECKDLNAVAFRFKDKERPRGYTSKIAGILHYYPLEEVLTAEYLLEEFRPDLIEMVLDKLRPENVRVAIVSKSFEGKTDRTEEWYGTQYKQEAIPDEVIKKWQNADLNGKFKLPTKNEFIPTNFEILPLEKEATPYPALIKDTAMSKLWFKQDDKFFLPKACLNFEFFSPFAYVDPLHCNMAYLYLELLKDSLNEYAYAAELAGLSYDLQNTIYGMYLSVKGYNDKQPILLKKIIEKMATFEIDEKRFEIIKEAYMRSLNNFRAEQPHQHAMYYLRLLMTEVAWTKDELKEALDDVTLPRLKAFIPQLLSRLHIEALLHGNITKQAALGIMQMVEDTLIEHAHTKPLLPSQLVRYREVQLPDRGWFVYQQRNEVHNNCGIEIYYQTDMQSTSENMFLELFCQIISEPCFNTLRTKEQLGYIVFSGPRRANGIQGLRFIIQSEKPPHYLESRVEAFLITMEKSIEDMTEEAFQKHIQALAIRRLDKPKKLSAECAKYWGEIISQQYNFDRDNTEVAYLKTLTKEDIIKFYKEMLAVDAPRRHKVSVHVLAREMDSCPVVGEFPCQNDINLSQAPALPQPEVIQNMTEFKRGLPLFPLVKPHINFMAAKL
CRFR2-BP antag – antagonists of CRF-BP/CRF-R2 complex, primary screen, cell-based, HEK293, calcium dye fluorescence, uHTS | hit rate 0.59% among 350,000 | inhibition, % at 11.8 µM | CRF-induced calcium fluorescence;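 active = inhibition of the ligand-induced calcium signal above about 50% at the single tested concentration, limit read from the data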
CRFR2-BP ag – agonists of CRF-BP/CRF-R2 complex, primary screen, cell-based, HEK293, calcium dye fluorescence, uHTS. CRF-binding protein / CRF receptor 2 complex (human). calcium dye fluorescence (FLIPR); percent of saturating CRF peptide response. activation, % at 13.2 µM. hit rate 0.46% among 350,000;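 active = activation of at least 50%, plus an integration ratio under a set limit after plate pattern correction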;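 also: plate controls were neutral control wells without compound for no effect and CRF at EC100 for full effect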
CHRM5 PAM – human M5 muscarinic receptor positive allosteric modulators, primary screen, CHO-K1 cells, Fluo-8 calcium fluorescence; CHO-K1 hM5, ACh EC20 PAM; 0% = ACh EC20, 100% = ACh EC100; activation, % at 3 µM; hit rate 0.3% among 360,000; AID 624038, 2012; Muscarinic acetylcholine receptor M5 (Homo sapiens), P08912;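 active = activation above the run cutoff, the mean activation of all test compounds plus 3 SD, cut at about 18% in these data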
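Replicates: One well per compound, no replicates | System: Human M5 receptor in CHO-K1 cells | Benchmarks: Low control EC20 acetylcholine (0%), high control EC100 acetylcholine (100%) | Probe or stimulus: Acetylcholine, EC20 level | Times: Fluo-8 loading 80 min at 37 °C plus 30 min room temperature | Signal: Intracellular calcium via Fluo-8 fluorescence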
CHRM4 antagonist – human M4 muscarinic receptor antagonists, primary screen, CHO cells, Fluo-8 calcium fluorescence. CHO-hM4 cells, ACh EC80. inhibition, % at 3 µM. hit rate 0.73% among 360,000. AID 624125, 2012;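 active = inhibition above its plate's cutoff, the mean inhibition of sample wells plus 3 SD, cut at about 27% in these data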;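 also: 0% = acetylcholine EC80 with DMSO and 100% = DMSO without agonist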
M4 PAM – human M4 muscarinic receptor positive allosteric modulators, primary screen, CHO-K1 cells, Fluo-8 calcium fluorescence; Muscarinic acetylcholine receptor M4 (Homo sapiens), P08173; CHO-K1 hM4/Gqi5, ACh EC20; 0% = ACh EC20, 100% = maximal ACh; activation, % at 3 µM; hit rate 0.4% among 360,000; AID 624126, 2012;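 active = activation above its plate's cutoff, the mean activation of sample wells plus 3 SD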; also: some results filed as inactive read as strong as hits
CHRM5 agonist – human M5 muscarinic receptor agonists, primary screen, CHO-K1 cells, Fluo-8 calcium fluorescence; Muscarinic acetylcholine receptor M5 (Homo sapiens), P08912; CHO-K1 hM5 cells; 0% DMSO wells, 100% maximal acetylcholine response; activation, % at 3 µM; hit rate 0.19% among 360,000; AID 624037, 2012;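 active = activation above the run's mean over test compounds plus 3 SD, cut at about 23% in these data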;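 also: signal is peak over basal fluorescence ratio across the kinetic read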
M4 ag – human M4 muscarinic receptor agonists, primary screen, CHO-K1 cells, Fluo-8 calcium fluorescence; Muscarinic acetylcholine receptor M4 (Homo sapiens), P08173; CHO-K1 hM4/Gqi5; vehicle 0%, full acetylcholine response 100%; activation, % at 3 µM; hit rate 0.14% among 360,000;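 active = activation above the run mean over all test wells plus 3 SD, cut at about 32% in these data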;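 also: peak over basal fluorescence ratio per well then scaled between controls; 0% = DMSO wells and 100% = acetylcholine at EC100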
The depositor's hits bear a star; / = no result given.

SMILES	M5 antag	IDE cell inh	CRFR2-BP antag	CRFR2-BP ag	CHRM5 PAM	CHRM4 antagonist	M4 PAM	CHRM5 agonist	M4 ag
O=C(OCCN1C(=O)c2ccccc2C1=O)c1cnccn1	-3.0	3.4	15.2	0.8	-0.4	-3.1	-1.3	2.4	0.7
Cc1cccc(/C=N/NC(=O)c2cc(-c3cccnc3)nc3c2c(C)nn3-c2ccccc2)c1	-2.0	1.3	-13.6	-0.6	-1.7	9.4	-9.3	0.9	0.5
COCc1cc(C)nc(OCC(=O)N/N=C/c2ccc(C)cc2)c1C#N	9.6	-3.4	-9.0	-0.7	-4.7	0.3	0.8	-5.0	0.7
CCCN1Cc2cccc(C(=O)NC3CCCC3)c2C1=O	11.9	-4.3	7.2	0.0	10.6	19.2	0.2	-3.0	-1.6
O=C(NC(Cc1c[nH]c2ccccc12)C(=O)N1CCOCC1)c1cccs1 (stereo unspecified)	7.7	6.6	-13.0	-1.3	-3.7	12.6	-6.4	-0.3	1.8
CC1Nc2nc(NC(=O)C(C)(C)C)[nH]c(=O)c2N(C)C1C (stereo unspecified)	1.1	0.6	7.8	-1.3	-8.8	-2.8	9.3	1.1	1.5
CCCC/C(C)=N\NC(=O)CNS(=O)(=O)c1ccc([N+](=O)[O-])cc1	4.6	2.9	-31.0	-0.8	-4.3	4.0	-2.4	2.4	2.4
COc1cc(C2C(C#N)=C(N)Oc3cc(C)oc(=O)c32)cc(OC)c1OC (stereo unspecified)	0.9	-1.2	4.1	-1.8	-0.2	2.8	-5.6	2.0	-0.3
COC(=O)COc1ccc(S(=O)(=O)N2CCCCC2)cc1[N+](=O)[O-]	6.3	-0.8	-27.3	-0.4	-3.0	2.3	1.1	-1.1	0.5
Cc1ccc(S(=O)(=O)N2CCOCC2)cc1NC(=O)COc1ccc(-c2nnco2)cc1	13.0	6.3	9.6	2.6	-1.0	-1.0	-2.4	-2.7	6.8
CCCCNC(=O)NC(C(=O)OC)C12CC3CC(CC(C3)C1)C2 (stereo unspecified)	-18.2	4.4	1.1	-1.5	15.2	-1.8	1.0	2.0	0.9
CC(NC(=O)C(C)N1CCN(S(=O)(=O)c2ccccc2)CC1)c1ccccc1 (stereo unspecified)	5.3	-7.2	4.5	4.1	1.3	-4.2	1.9	3.2	1.4
Cc1cccc(/C=N/n2c(C)nc3ccccc3c2=O)c1	-1.1	-2.9	2.8	0.3	-0.6	4.1	2.8	-3.0	0.7
N#Cc1ccccc1S(=O)(=O)N1CCN(Cc2cccs2)CC1	-5.0	/	9.1	3.2	2.3	-0.7	-2.3	-1.1	1.5
CCN(CC)c1ccc(/C=N/N2CCN(Cc3ccc(C)cc3C)CC2)c(O)c1	-6.1	2.8	-15.5	-1.1	-3.7	-10.0	4.4	-3.9	0.1
CCCN1CCN(C(=O)C2CCCN(c3ncnc4c3nc3n4CCCCC3)C2)CC1 (stereo unspecified)	1.2	3.1	-8.4	-1.0	8.5	-7.8	3.7	-4.8	0.5
CCOC(=O)c1c(CSc2nc(C)cc(C)c2C#N)n(C)c2cc(Br)c(OC(C)=O)cc12	0.1	5.0	11.1	0.5	2.0	-2.9	-1.7	-0.7	0.5
COCCNC(=S)Nc1ccc2[nH]c(=O)[nH]c2c1	7.0	0.1	0.6	-0.2	-7.2	9.8	-14.7	-3.4	-0.2
COC(=O)C1=C(C)NC2=C(C(=O)c3ccccc32)C1c1cccc(OC)c1 (stereo unspecified)	1.9	0.1	-4.9	-5.9	2.5	1.0	-1.9	-0.9	9.6
O=C(Nc1cccnc1)c1ccc(Cl)cc1[N+](=O)[O-]	-6.3	1.4	-13.2	39.1	4.7	-6.0	0.4	-2.6	0.9
CCc1noc(C)c1C(=O)NNC(=O)c1ccc(N(CC)CC)cc1	14.8	-0.9	-2.3	1.1	6.0	4.4	4.1	-1.1	0.7
CCOc1ccc(NC(=O)CSc2nc3nc(C)cc(C)n3n2)cc1	-10.1	8.9	-7.0	-0.7	4.2	3.6	5.3	3.1	6.5
CCOC(=O)C1CCN(C(=O)CCCN2C(=O)c3ccccc3C2=O)CC1	7.9	2.7	-10.6	-1.2	10.2	-5.4	5.8	-5.4	1.4
Cc1nn(C)c(C)c1NC(=O)CSc1nc(C2CC2)nc2c1cnn2-c1ccccc1	-7.4	8.2	10.6	-3.6	0.1	-4.8	3.8	-4.0	2.1
COc1ccc(NC(=O)CCC(=O)N/N=C/c2ccncc2)cc1	1.8	-5.6	19.2	-0.2	3.4	-6.1	9.1	0.1	0.8

Remaining list, next part:
SMILES	M5 antag	IDE cell inh	CRFR2-BP antag	CRFR2-BP ag	CHRM5 PAM	CHRM4 antagonist	M4 PAM	CHRM5 agonist	M4 ag
Cc1cc(C)n2nc(C(=O)NCc3cccc(C(F)(F)F)c3)nc2n1	4.6	-2.7	-0.9	0.6	6.4	-20.4	-2.3	-2.8	1.4
COc1ccccc1NC(=O)C1=C(C)NC(=O)NC1c1cccs1 (stereo unspecified)	5.4	-3.9	31.1	3.5	-5.3	2.5	-4.5	-4.2	0.0
O=C(COC(=O)Cn1c(C(F)(F)F)nc2ccccc21)Nc1ccc2c(c1)OCCO2	3.3	0.9	1.6	1.3	-5.5	-3.5	12.2	7.8	3.3
CN(CCOc1ccc(Cl)cc1)C(=O)c1cc([N+](=O)[O-])ccc1N1CCOCC1	8.7	-3.3	6.9	-1.2	-10.3	-10.6	-7.2	-1.5	14.0
O=C(NNCc1ccccc1)c1ccccn1	10.8	/	-6.8	1.7	0.9	-14.8	2.7	-0.5	1.5
Clc1ccc(COn2c(-c3ccc(Cl)cc3)nc3ccccc32)cc1	3.8	3.2	-25.2	9.2	-6.4	1.5	-19.9	-6.8	0.2
Brc1cccc(-c2nc3cccnc3nc2-c2cccc(Br)c2)c1	-6.4	4.5	-10.1	-0.9	-1.7	-3.9	-2.8	2.5	0.2
Cc1ccc(C)c(OCC(O)CN2CCN(CCN3C(=O)c4cccc5cccc(c45)C3=O)CC2)c1 (stereo unspecified)	21.9	-0.3	-12.8	-1.8	-12.5	-8.2	-11.9	-7.1	7.7
CC1(C)CC(=O)C2=C(C1)NCN(CCCN1CCOCC1)C2	8.1	-2.0	4.1	0.6	-1.5	8.5	5.5	0.9	0.5
O=C(NCC(=O)N1CCN(c2ccc([N+](=O)[O-])cc2)CC1)c1ccco1	5.1	2.6	-5.3	2.0	0.6	-6.7	2.3	5.0	3.9
Nc1ncnc2c1ncn2[C@@H]1O[C@H](C(=O)N[C@@H](CO)Cc2ccccc2)[C@@H](O)[C@H]1O	-1.7	/	/	/	-0.5	-3.7	2.5	2.9	0.6
COc1cc([C@@H]2c3cc4c(cc3[C@@H](O)[C@H]3COC(=O)[C@H]23)OCO4)cc(OC)c1O[Si](C)(C)C(C)(C)C	2.8	-2.9	9.8	0.2	7.5	-1.9	5.6	0.4	-0.5
CCC(=O)Nc1cnc(NC(=O)c2cccc(F)c2)cc1C	2.6	-2.6	2.4	1.3	-7.1	2.2	1.5	-3.9	0.8
O=C(Cc1ccc(Cl)cc1)NCCCNC(=O)c1cccnc1	0.1	7.2	4.4	-0.8	-1.5	-2.3	0.9	-2.9	1.6
COC(=O)c1c(NC(C)=O)sc(Cc2ccccc2)c1C	6.3	0.2	-10.9	-1.0	-3.4	-4.1	1.4	-1.9	-1.5
CCn1c(=O)cc(N2CCC3(CC2)OCCO3)[nH]c1=O	1.4	7.3	2.8	-2.0	-0.9	-5.7	11.1	0.3	-0.1
O=C1C=C(O)c2cccc3cccc1c23	-10.2	-1.0	-20.1	6.3	6.5	-5.0	1.7	5.4	1.2
COC(=O)c1ccccc1NS(=O)(=O)c1ccc(O)c(C(=O)O)c1	0.8	3.7	14.1	0.5	-0.3	1.4	5.0	3.1	-0.1
O=C(COc1ccc(Br)cc1)NCCCNC(=O)c1cccnc1	3.2	1.9	14.5	1.6	-0.4	-3.2	9.4	-2.0	1.5
CC(C)[C@H](NC(=O)[C@H](Cc1ccccc1)n1c(=O)[nH]c2ccccc2c1=O)C(=O)N1CCC[C@H]1C(=O)O	2.5	12.5	-8.1	-1.5	1.5	2.5	-0.8	1.7	0.6
CCc1ccc(NC(=O)c2cc(-c3ccc(OC)cc3)on2)cc1	8.8	-2.2	-2.7	-0.4	-7.7	1.9	-4.4	2.4	1.6
COc1cc(OC)c(OC)cc1/C=C1/C(=O)N=C(N)N1C	4.8	5.3	-4.9	-1.2	-3.4	2.6	2.1	-0.6	0.9
O=C(O)CN1C(=O)SC(Nc2ccccc2C(=O)O)C1=O (stereo unspecified)	-3.0	1.9	16.6	0.1	2.8	-4.9	0.5	-1.5	1.1
COc1ccc(/C=C(/NC(=O)c2ccccc2)C(=O)NCc2ccncc2)cc1	11.1	1.7	4.3	0.3	-6.1	-10.3	3.0	-6.8	2.9
O=C(NNS(=O)(=O)c1cc(Cl)c(Cl)cc1Cl)c1cccnc1	2.1	1.7	-13.1	1.6	-1.7	-3.1	-3.4	-1.4	0.1

Following part
SMILES	M5 antag	IDE cell inh	CRFR2-BP antag	CRFR2-BP ag	CHRM5 PAM	CHRM4 antagonist	M4 PAM	CHRM5 agonist	M4 ag
Cc1cc(NC(=O)COc2ccccc2C#N)no1	-8.3	-2.9	5.6	-1.3	4.5	0.4	2.9	5.2	-0.1
CCCN(CCC)Cc1c(C(=O)N/N=C/c2ccco2)nnn1-c1nonc1N	27.2*	6.2	14.6	-0.1	-7.9	-0.1	3.4	-3.5	0.7
Cc1cccc2c(=O)cc(C(F)(F)F)[nH]c12	12.5	2.2	0.6	9.6	-1.2	4.7	17.3	0.2	5.8
Cc1nc2sccc2c(=O)n1-c1cccc(Cl)c1	0.7	6.5	-1.3	-0.2	6.8	-7.6	12.5	-4.1	0.0
CCC(c1nnnn1C(C)(C)C)N(Cc1ccco1)Cc1cc2cccc(C)c2[nH]c1=O (stereo unspecified)	1.9	-4.8	-6.6	0.2	1.7	9.9	3.4	1.7	0.1
COC(=O)C(COC(=O)c1c(F)cccc1F)NC(=O)c1c(F)cccc1F (stereo unspecified)	9.2	8.6	17.5	-2.0	-5.2	-4.4	5.4	-2.2	0.5
O=c1oc2ccccc2c(N2CCCC2)c1CN1CCCC1	-0.4	-5.9	12.7	-1.0	1.7	4.4	20.8	0.2	0.6
CCOC(=O)C(C)Sc1nnc(-c2ccccc2O)n1-c1ccc(C)cc1 (stereo unspecified)	-1.5	1.4	-11.8	-0.2	8.5	7.3	3.3	-6.1	-1.7

Assay outcomes deposited in PubChem BioAssay by several laboratories.
